# PLK1 PBD inh: inhibitors of human PLK1 polo-box domain binding. Potency, µM, for the others: max response, negative = inhibition, hits mostly inhibitors. hit rate 2.8% among 360,000. Plk1 PBD binding of FITC phosphopeptide, fluorescence polarization. AID 720504. P53350; further: potency means the concentration at half of the fitted maximal effect; series mostly up to about 57 µM; on the % scale 0 is the no-effect control and ±100 the full control effect; nearly all actives have a fitted effect of over 65% in size
# Target sequence (P53350 whole entry, looked up, the tested form may be a part): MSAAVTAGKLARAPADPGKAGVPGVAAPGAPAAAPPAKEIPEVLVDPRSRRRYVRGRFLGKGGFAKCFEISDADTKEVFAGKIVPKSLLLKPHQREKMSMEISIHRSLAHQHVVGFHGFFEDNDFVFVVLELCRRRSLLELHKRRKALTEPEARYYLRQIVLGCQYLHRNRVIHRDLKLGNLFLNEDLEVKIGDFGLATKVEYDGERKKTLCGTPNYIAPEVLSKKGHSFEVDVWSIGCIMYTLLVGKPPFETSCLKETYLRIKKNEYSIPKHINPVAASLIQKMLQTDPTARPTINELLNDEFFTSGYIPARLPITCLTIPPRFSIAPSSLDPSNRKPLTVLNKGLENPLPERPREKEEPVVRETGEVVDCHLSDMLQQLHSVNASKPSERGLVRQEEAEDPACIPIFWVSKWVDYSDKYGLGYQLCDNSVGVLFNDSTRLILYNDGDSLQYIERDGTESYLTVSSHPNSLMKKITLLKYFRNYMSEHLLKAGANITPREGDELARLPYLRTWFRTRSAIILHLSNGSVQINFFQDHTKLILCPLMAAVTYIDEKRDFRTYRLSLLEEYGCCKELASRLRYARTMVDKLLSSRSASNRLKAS
# GLP-1R inv ag: GLP-1 receptor (human) inverse agonism; P43220; HEK293 GLP-1R CRE-luciferase, luminescence, 24 h; GLP-1R form is constitutively active; Potency, µM (doses to about 38.3 µM), without a hit: top-dose activity change, negative = inhibition, actives largely listed as inhibitors; hit rate 1.6% among 410,000; AID 624417; further: potency means the concentration at half of the fitted maximal effect; on the % scale 0 is the no-effect control and ±100 the full control effect; nearly all actives have a fitted effect of over 55% in size
#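 HEK293 cells stably co-expressing a cAMP-responsive luciferase reporter and constitutively active GLP-1R were seeded, incubated 12 h, then exposed to compounds for 24 h at 37 C. Luminescence was read 12 min after detection reagent; inverse agonists lower signal.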
# IL-2 act: activators of IL-2; IL-2 activation reporter assay, cell-based qHTS; stimulated with anti-CD3/CD4/CD28 beads; in transgenic mouse T cells; AID 652025; activation, % (series mostly up to about 46 µM); hit rate 0.065% among 360,000; in the data active means activation above about 50%; inconclusive means mostly about 30% to 49%; further: 0% is about no effect
#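 Screening format: compound pinned onto unstimulated transgenic mouse T cells, 60 min incubation, then anti-CD3/anti-CD4/anti-CD28 bead stimulation for 18 hours at 37 degrees C, followed by EGFP and DsRed detection.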
# GLP1R ag: agonists of human GLP-1 receptor. hit rate 0.007% among 380,000. Potency, µM (series often up to 45.6 µM), for inactives: at the top dose activation, usual class: activators. HEK293 GLP-1R CRE-luciferase, luminescence, 4-6 h; cells express a hypersensitive GLP-1R form; further: potency means the concentration at half of the fitted maximal effect; % of control where 0% means no effect
# EPAC1 antag: antagonists of human EPAC1; O95398; EPAC1 GEF assay, Rap1b-BODIPY-GDP exchange fluorescence; Potency, µM (series often up to 115 µM), for inactives: top-dose activity change, negative = inhibition, most hits filed as inhibitors; hit rate 0.14% among 360,000; AID 720709;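 further: potency means the concentration at half of the fitted maximal effect; plate controls were vehicle for no effect and positive control for full effect; nearly all actives have a fitted effect of over 50% in size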
# PI5P4Ka inh: inhibitors of human PI5P4K alpha | max response, % | AID 652105 | P48426 | hit rate 1.2% among 330,000 | PI5P4Kalpha enzyme, ADP-Glo luminescence, 60 min; hits give low values; active means max response of -50% or lower; inconclusive means between -30% and -50%; inactive means -30% or higher; further: value at the top dose of about 77 µM; on the % scale 0 is the no-effect control and ±100 the full control effect
# Target sequence (P48426 whole entry, looked up): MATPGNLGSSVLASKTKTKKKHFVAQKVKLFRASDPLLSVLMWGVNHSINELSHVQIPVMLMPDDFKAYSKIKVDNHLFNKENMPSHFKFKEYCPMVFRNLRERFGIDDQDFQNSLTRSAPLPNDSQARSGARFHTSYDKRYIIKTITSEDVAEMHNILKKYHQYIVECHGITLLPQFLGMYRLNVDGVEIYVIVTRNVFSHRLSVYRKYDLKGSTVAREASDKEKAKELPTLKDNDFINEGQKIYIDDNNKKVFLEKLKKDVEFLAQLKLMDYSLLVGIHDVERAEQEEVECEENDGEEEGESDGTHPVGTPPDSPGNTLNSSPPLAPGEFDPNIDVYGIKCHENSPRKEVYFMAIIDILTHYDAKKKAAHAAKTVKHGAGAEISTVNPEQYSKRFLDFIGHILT
#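 Luminescence from ADP-Glo served as readout of PI5P4Kalpha activity in a qHTS format. Reaction: enzyme, substrate, compound, ATP at 5 microM final, 60 min at RT.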
# GLP1R cytotox: cytotoxicity counter-screen for GLP-1 receptor inverse agonists; HEK293 cAMP-luciferase reporter cells, luminescence, 24 h; Potency, µM (titrated, usually from 38.3 µM), inactives show top-dose activity change, negative = inhibition, hits mostly inhibitors; hit rate 0.13% among 410,000; AID 624418;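 further: loss of luciferase light is scored as toxicity; potency means the concentration at half of the fitted maximal effect; on the % scale 0 is the no-effect control and ±100 the full control effect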
#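 Seeding density was 200 cells/uL; after overnight-length (12 h) culture, 23 nL compounds went on for 24 h at 37 °C. Readout used a luciferase detection reagent, luminescence taken after 12 min at room temperature.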
# PTHR1 ag: agonists of human PTHR1 parathyroid hormone receptor. Q03431. HEK293 GP2 PTHR1 cells, GloSensor cAMP luminescence, 1 h. Potency, µM (titrated, usually from 115 µM), without a hit: at the top dose activation, usual class: activators. hit rate 0.075% among 410,000; further: potency means the concentration at half of the fitted maximal effect; nearly all actives have a fitted effect of over 55% in size; some results filed as inactive show a strong effect at the top dose; inactives centre near -15; many of its hits are not listed in these tables
#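 HEK-293-derived GP2 cells expressing PTHR1 and a GloSensor cAMP reporter, 3,000/well, plated overnight, given luciferin plus IBMX (each 0.5 mM as added) for 1 h at 37 °C, then compound for 1 h at 37 °C. Luminescence was read after 15 min at room temperature.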
# EPAC1 ag: activates human EPAC1 exchange factor | O95398 | EPAC1 agonist qHTS, biochemical assay; response scale: 100% = response to 6.5 mM cAMP | AID 720707 | Potency, µM (titrated, usually from 154 µM), without a hit: at the top dose activation, hits mostly activators | hit rate 0.073% among 360,000; further: potency means the concentration at half of the fitted maximal effect; nearly all actives have a fitted effect of over 60% in size
#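 Read-out is the fluorescence drop as BODIPY-GDP leaves Rap1B (480 nm excitation, 540 nm emission), recorded every 5 minutes over 30 minutes. Reactions held 100 nM EPAC1, 250 nM Rap1B–BODIPY-GDP and 50 uM GDP, with 6.5 mM cAMP setting full activation.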
# Numbers without * were called inactive; i = inactive; ? = inconclusive; nt = no result given; [ ] = dose if it differs, or a comment. Unless noted, the call rests on the fitted dose curve; in most records, active means well fitted curve in the direction sought with a large enough effect; inconclusive means small, poorly fitted or top-dose-only effect, or another doubt; inactive means no such curve, though single readings can be large; an effect the other way counts as inactive or inconclusive. An excerpt. The share of hits here may be higher or lower than overall.
SMILES,PLK1 PBD inh,GLP-1R inv ag,IL-2 act,GLP1R ag,EPAC1 antag,PI5P4Ka inh,GLP1R cytotox,PTHR1 ag,EPAC1 ag
Cc1ccc(C)c(SCC(=O)NNC(=O)c2ccccc2)c1,-8%,4%,-3.9,5%,1%,2,5%,i,1%
Cc1c(C(=O)C(=O)N2CC=C(c3ccccc3)CC2)c2ccccc2n1C,-10%,?,-0.3,16%,?,1,-17%,i,9%
O=C(Nc1ccc(OCC(F)(F)C(F)F)c(C(F)(F)F)c1)c1ccc(Cl)cc1,-28%,3.5µM*,-0.8,-9%,?,5,-21%,-13%[57.5 µM],-1%
Cc1cnc(C(=O)OCC(=O)Nc2ccc(Br)cc2F)cn1,-1%,0%,-1.4,-35%[inhibitor],-3%,-17,-12%,i,7%
Cc1ccn2c(=O)nc(SCC(=O)Nc3cccc4ccccc34)nc2c1,-7%,20%,-3.6,7%,-24%,2,-15%,i,-1%
Cc1ccc(Cn2nnc3c(=O)[nH]c(C(=O)NCc4ccco4)nc32)cc1,-7%,0%,1.7,-5%,6%,nt,-8%,-5%,-7%
CC(C)C[C@@H](CNC(=O)OC(C)(C)C)NC(=O)c1nc[nH]c1C(=O)N[C@@H](CC(C)C)C(=O)CNC[C@H](CC(C)C)NC(=O)c1nc[nH]c1C(=O)N[C@@H](Cc1c[nH]c2ccccc12)C(=O)OC(C)(C)C,-8%,?,-0.4,-3%,-23%,-2,-30%,-23%,-34%[inhibitor]
Cc1ccc(C2NC(=S)NC3=C2C(=O)CCC3)cc1 (stereo not drawn),3%,6%,1.8,2%,1%,3,3%,i,3%
O=C(O)Cn1c(=O)c2c3c(sc2n(Cc2ccc(F)cc2)c1=O)CCCC3,-2%,55%[activator],-4.7,0%,-14%,2,12%,i,0%
CCS(=O)(=O)Nc1ccc(C(=O)c2ccccc2)cc1,-13%,-24%,1.8,2%,-1%,2,63%[activator],i,1%
CSCC(=O)Nc1nc(-c2ccc3c(c2)OCCO3)cs1,1%,-17%,0.0,35%,-4%,-3,-4%,-36%[inhibitor],11%
CC(=O)c1cnc(-c2ccccn2)s1,21µM*,14%,-0.1,9%,-20%,-20,-7%,i,6%
CCC(C)c1ccc(-c2cc(C(=O)OCC(=O)Nc3cc(C)on3)c3ccccc3n2)cc1 (stereo not drawn),-1%,12%,4.3,-1%,7%,11,-5%,-15%[57.5 µM],6%
CN(C)CCOC(c1ccccc1)c1ccccc1 (tested in a mixture with another compound),-6%,-35%,0.2,14%,3%,3,2%,i,-10%
COc1ccc2c(CC(=O)N3CCc4ccccc43)coc2c1,-9%,-25%,-2.2,24%,-6%,-10,-1%,-26%,4%
O=C(CCc1ccccc1)NNc1ccc(F)cc1,-18%,?,0.9,2%,-24%,-4,-15%,-6%,8%
Cc1ccccc1NC(=O)CSc1ccc2nnc(-c3ccccn3)n2n1,1%,12%,-1.1,-4%,8%,-2,1%,-16%,-5%
COc1cccc(-n2c(SCC(=O)NCC3CCCO3)nc3c(c2=O)SCC3)c1 (stereo not drawn),-10%,22%,1.2,-3%,-24%,1,-11%,i,-20%
CC(C)(C)c1ccc(/C=C/C(=O)Nc2ccc(S(N)(=O)=O)cc2)cc1,nt,?,nt,-22%,nt,nt,?,-10%,nt
O=[N+]([O-])c1ccc(CN2CCSCC2)cc1,-5%,-7%,1.1,2%,9%,1,-1%,i,8%
COc1ccccc1N(CC(=O)Nc1cc(C)on1)S(=O)(=O)c1ccc(Cl)cc1,-1%,?,0.3,-23%,-4%,-2,2%,-5%[57.5 µM],-2%
ClC1(Cl)CC1Cn1c(C2CC2)nc2ccccc21 (stereo not drawn),-1%,-9%,-0.2,0%,1%,-1,1%,i,10%
CCc1c(C(=O)NNC(=O)Nc2ccc3c(c2)OCO3)csc1C,-4%,-19%,-1.9,-2%,-1%,7,-2%,i,12%
CC(=O)CC1c2cc(F)ccc2C=C(c2ccsc2)N1c1ccc(C#Cc2cncn2C)cc1 (stereo not drawn),-9%,?,-0.5,0%,0%,-1,-24%,-4%,11%
Cc1occc1C(=O)NN1C(=O)C2C3CCC(O3)C2C1=O (stereo not drawn),-1%,0%,-0.7,5%,-4%,0,2%,i,4%
# The listing continues:
SMILES,PLK1 PBD inh,GLP-1R inv ag,IL-2 act,GLP1R ag,EPAC1 antag,PI5P4Ka inh,GLP1R cytotox,PTHR1 ag,EPAC1 ag
CCN(C[C@H]1N[C@@](C)(C(=O)OC)[C@H]2C(=O)N(Cc3ccccc3)C(=O)[C@@H]12)S(=O)(=O)c1ccc(F)cc1,-8%,-5%,-0.3,3%,-18%,1,1%,12%,-8%
CCOC(=O)C(C)Oc1cccc2c(=O)n(CC(=O)NCCc3ccccc3)ccc12 (stereo not drawn),-7%,-6%,-1.1,-3%,-3%,-9,3%,-19%,-20%
CC(=O)Nc1ccc(OCCOc2ccc(/C=C3/C(=N)N4C=CSC4=NC3=O)cc2)cc1,3.4µM*,-11%,-2.8,-1%,4%,?,-16%,i,-8%
O=C(CCS(=O)(=O)c1ccccc1)Nc1ccc(-c2nc3ccccc3s2)cc1,-6%,1%,-3.3,5%,-12%,-7,-9%,-18%,10%
COc1ccc(OC)c(NC(=O)C2CCCN(S(=O)(=O)c3ccc4c(c3)CCCC(=O)N4)C2)c1 (stereo not drawn),nt,13%,nt,9%,nt,nt,-1%,-33%[inhibitor],nt
CC1CCCN(C(=O)c2cc(S(=O)(=O)N3CCCCC3)c[nH]2)C1 (stereo not drawn),-4%,6%,0.9,10%,-2%,-1,3%,-54%[inhibitor],7%
CN(C(=O)c1ccc(NC(=O)C2CCCN(C(=O)OC(C)(C)C)C2)cc1)C1CCCCC1 (stereo not drawn),-12%,?,-3.9,-2%,-9%,9,?,i,2%
O=S(=O)(NCCc1csc(-c2cccnc2)n1)c1ccc(Cl)s1,-11%,-15%,-4.7,-3%,3%,-21,10%,-51%[inhibitor],-9%
COc1ccccc1-c1nnn(C/C(N)=N/O)n1,2%,13%,-2.6,-2%,-13%,3,-3%,4%,-8%
Cc1nn(C)c(=O)n1-c1ccccc1,-2%,22%,0.0,2%,-9%,6,9%,i,-3%
Cc1cc(C)nc(NC(=O)Cc2ccc(Cl)cc2)c1,-4%,?,1.0,-6%,-7%,8,-4%,-28%,-7%
O/N=C/c1ccnc(SCc2ccc(Cl)cc2)n1,-14%,?,0.1,27%,-10%,-6,-4%,i,-11%
CCn1c(CC(=O)Nc2ccccc2C)nnc1SCC(=O)NC1=NCCS1,-14%,19%,-1.3,0%,7%,0,-1%,-37%,-7%
Nc1cc[n+](CC(=O)Nc2ccccc2)cc1,-4%,4%,0.1,6%,-17%,5,4%,-3%,0%
Cc1c(Br)c([N+](=O)[O-])nn1CC(=O)Nc1ccc2nc3n(c(=O)c2c1)CCCC3,-20%,30%,-1.7,0%,2%,-9,-5%,-4%,10%
O=C(C/C=N/OCc1ccccc1F)c1cnc(-c2ccc(Cl)cc2)s1,-4%,-12%,0.3,-2%,1%,-13,-5%,i,9%
Cc1ccc(S(=O)(=O)N(C)C[C@@H]2Oc3ccc(NS(=O)(=O)c4ccccc4)cc3CC(=O)N([C@@H](C)CO)C[C@H]2C)cc1,-7%,5%,1.7,10%,-14%,2,3%,i,-1%
CC1(c2ccc3c(c2)OCCCO3)NC(=O)N(CC(=O)NCCc2ccccc2)C1=O (stereo not drawn),2%,-14%,1.5,0%,-1%,-4,-15%,i,9%
Cc1ccc(C(=O)c2cn(Cc3cc(C)ccc3C)c3nc(C)ccc3c2=O)cc1,nt,?,nt,-3%,nt,nt,-14%,-20%,nt
COc1cc(C(=O)OCCCN2CCOCC2)ccc1O,-12%,17%,0.4,4%,-18%,1,0%,-22%,12%
COc1ccccc1-c1noc2c1C(=O)N(Cc1cn(-c3ccccc3)nn1)CC2,0%,-19%,0.2,-1%,13%,-2,4%,i,-9%
CCN(CC)C(=O)c1cccc(-c2csc(C(NC(C)=O)c3ccccc3)n2)c1 (stereo not drawn),-1%,20%,-0.2,8%,7%,0,-2%,i,-3%
O=C(COC(=O)C1CC1)Nc1ccc(S(=O)(=O)N2CCOCC2)cc1,2%,-4%,3.4,10%,4%,-3,7%,i,6%
CN1OC[C@@H]2CN(Cc3cc(Cl)cc(Cl)c3)[C@H](c3cccc(Br)c3)C[C@@H]21,-1%,?,-0.8,1%,-2%,38,-7%,-8%,-12%
CC(C)(C)OC(=O)N[C@H](C(=O)OC(C)(C)C)c1ccc2ccccc2c1,-11%,5%,-1.3,-7%,-2%,1,3%,i,-2%
# Additional compounds follow:
SMILES,PLK1 PBD inh,GLP-1R inv ag,IL-2 act,GLP1R ag,EPAC1 antag,PI5P4Ka inh,GLP1R cytotox,PTHR1 ag,EPAC1 ag
CN(C)/C=N/c1c(C#N)nnn1Cc1ccccc1,-4%,13%,-0.5,-4%,-3%,1,-8%,i,-13%
CNC(=O)COC(=O)/C=C/c1ccco1,-15%,4%,2.0,-7%,-15%,0,-2%,15%,2%
CCc1nc(SCC(=O)NCCc2ccccc2)c2c(=O)n(C)c(=O)n(C)c2n1,1%,-11%,-3.0,3%,3%,1,-1%,-14%,-1%
COC(=O)C1CCN(c2cnccn2)CC1,5%,-6%,-1.0,-4%,?,3,-10%,i,6%
Cc1cccc2c1OCC/C2=N\NC(=O)COc1ccccc1Cl,-4%,8%,-2.7,-13%,11%,nt,2%,-8%[57.5 µM],6%
CCN(CC(=O)NCc1ccc(F)cc1)CC(=O)Nc1ccccc1-c1ccccc1,-18%,?,-1.1,6%,-20%,-5,-3%,i,5%
O=C(COC(=O)c1ccc2c(c1[N+](=O)[O-])C(=O)c1ccccc1C2=O)NC1CC1,-1%,43%[activator],-2.2,-1%,0%,-24,?,-95%[inhibitor],-2%
NC(=O)c1cccnc1Oc1ccc(Cl)cc1Cl,-15%,-14%,-0.4,6%,-13%,3,4%,6%,-1%
COc1cc(-c2nnc(SCC#CCO)o2)cc(OC)c1OC,-1%,10%,-1.3,1%,-4%,-2,2%,i,13%
